Screening results: PubChem, several laboratories
ROMK primary: ROMK potassium channel modulators, primary screen, cell-based, thallium flux, MLSMR library. ATP-sensitive inward rectifier potassium channel 1 (Homo sapiens), P48048. B-score at 10 µM. hit rate 2% among 130,000. Tet-inducible ROMK, thallium flux fluorescence; actives lie on both sides. AID 1918, 2009;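 active = signal ratio slope over the read window, or its plate-corrected B-score, at least 3 SD from the plate mean, either direction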;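 also: B-score of the F/F0 ratio slope over 7 to 12 s after thallium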
TR-FRET SRC-2 ct: TR-FRET signal artefacts, primary screen, artefact control for PPARgamma SRC-2 agonist project, biochemical; hit rate 0.4% among 200,000; TR-FRET ratio at 8 µM; AID 1049, 2008; TR-FRET artefact counter-screen; active compounds read high; in the data active = TR-FRET ratio above about 2000; also: inactives centre near 1500
TLR4-MyD88 BLA: inhibitors of TLR4-MyD88 association in cells, primary screen, cell-based, HeLa CL3-4, BLA complementation, FRET ratio; Toll-like receptor 4 (Homo sapiens) + Myeloid differentiation primary response protein …; HeLa CL3-4 TLR4/MyD88 BLA complementation; inhibition, % at 8.4 µM; hit rate 0.18% among 200,000; AID 861, 2007; in the data active = inhibition above about 25%;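 also: 0% = vehicle and 100% = reference inhibitor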
Target sequence (O00206 whole entry, looked up): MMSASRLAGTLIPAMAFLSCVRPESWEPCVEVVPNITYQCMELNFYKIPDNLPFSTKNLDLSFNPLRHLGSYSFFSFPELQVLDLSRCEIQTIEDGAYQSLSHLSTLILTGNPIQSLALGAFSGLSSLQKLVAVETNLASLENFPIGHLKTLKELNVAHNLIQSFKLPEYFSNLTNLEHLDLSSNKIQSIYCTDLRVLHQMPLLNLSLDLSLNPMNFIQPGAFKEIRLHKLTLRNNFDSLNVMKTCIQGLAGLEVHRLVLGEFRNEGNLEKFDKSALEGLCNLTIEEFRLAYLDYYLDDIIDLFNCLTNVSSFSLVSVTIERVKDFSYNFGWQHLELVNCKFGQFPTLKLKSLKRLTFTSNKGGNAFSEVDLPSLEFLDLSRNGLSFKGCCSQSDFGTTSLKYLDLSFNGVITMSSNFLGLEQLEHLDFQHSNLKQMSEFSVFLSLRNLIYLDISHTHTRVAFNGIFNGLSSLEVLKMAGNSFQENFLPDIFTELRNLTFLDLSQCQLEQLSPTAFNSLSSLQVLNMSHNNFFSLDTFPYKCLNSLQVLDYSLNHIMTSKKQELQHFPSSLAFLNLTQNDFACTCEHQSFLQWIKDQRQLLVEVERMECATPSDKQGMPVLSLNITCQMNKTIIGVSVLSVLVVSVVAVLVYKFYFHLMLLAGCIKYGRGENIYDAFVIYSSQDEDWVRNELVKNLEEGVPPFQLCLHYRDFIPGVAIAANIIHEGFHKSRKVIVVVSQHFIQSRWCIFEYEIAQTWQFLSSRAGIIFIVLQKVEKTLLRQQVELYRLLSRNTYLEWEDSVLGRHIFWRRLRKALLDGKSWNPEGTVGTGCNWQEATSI
Target sequence (Q99836 whole entry, looked up): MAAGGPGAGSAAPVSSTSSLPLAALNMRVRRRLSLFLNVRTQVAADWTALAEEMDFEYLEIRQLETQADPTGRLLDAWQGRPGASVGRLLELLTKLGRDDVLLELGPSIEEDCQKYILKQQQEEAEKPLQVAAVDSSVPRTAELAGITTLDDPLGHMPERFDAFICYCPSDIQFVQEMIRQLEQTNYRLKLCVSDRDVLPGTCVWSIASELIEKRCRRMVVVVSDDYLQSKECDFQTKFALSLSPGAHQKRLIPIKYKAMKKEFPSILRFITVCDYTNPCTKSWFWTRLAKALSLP
PPARg SRC2 recr: agonists of PPARg-SRC-2 recruitment, primary screen, biochemical, HTS. Peroxisome proliferator-activated receptor gamma (Homo sapiens), P37231. PPARgamma LBD-SRC-2 recruitment. activation, % at 8 µM. hit rate 0.34% among 200,000; in the data active = activation above about 22%;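 also: 0% = vehicle and 100% = reference agonist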
PPARg SRC1 recr: PPARgamma agonists recruiting SRC-1 coactivator, primary screen, biochemical | activation, % at 8 µM | Peroxisome proliferator-activated receptor gamma (Homo sapiens), P37231 | AID 631, 2007 | hit rate 0.41% among 200,000 | PPARgamma-SRC-1 coactivator recruitment biochemical assay; in the data active = activation above about 19%;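 also: 0% = DMSO and 100% = reference agonist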
RAM network inh: inhibitors of the yeast RAM network, primary screen, dse1pr::URA3 reporter, 5-FOA selection; S. cerevisiae dse1pr::URA3 reporter, 5-FOA growth OD615, 2 d; analog-sensitive cbk1-as2 kinase mutant strain; inhibition, % at 50 µM; hit rate 1.8% among 190,000;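 active = inhibition above a set limit, 3 SD over mean compound inhibition, cut at about 8.4% in these data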;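 also: 0% = DMSO-only wells with no growth and 100% = 10 µM 1-NA-PP1 full growth; inhibition rescues growth on 5-FOA so higher OD means more RAM inhibition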
STAT3 act: IL-6 driven STAT3 reporter potentiators, primary screen, U3A cells, luciferase, luminescence, MLSCN library; IL-6 STAT3-luciferase reporter; 100% = signal with IL-6 EC80 alone; activation (% of control), % at 5.6 µM; hit rate 0.91% among 190,000;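 active = activation above the screen-wide mean of compound activation plus 3 SD, cut at about 130% in these data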;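 also: 0% = background luminescence of wells with medium and substrate only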
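Material: STAT3-luciferase reporter U3A cells; Probe or stimulus: IL-6 (33 ng/mL); Incubation: compound pre-incubation 1 h before IL-6, then 6 h stimulation at 37 °C; Technique: luminescence from STAT3-driven luciferase reporter; Evaluation: % activation versus median of IL-6-stimulated wells; Controls: IL-6-only high control.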
STAT3 blocker: IL-6 driven STAT3 reporter inhibitors, primary screen, U3A cells, luciferase, luminescence, MLSCN library; inhibition, % at 5.5 µM; IL-6 STAT3-luciferase reporter; host cell line lacks STAT1; hit rate 0.89% among 190,000;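 active = inhibition above the mean inhibition across all screened compounds plus 3 SD, cut at about 44% in these data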;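 also: 0% = DMSO only wells and 100% = 100 µM nifuroxazide control wells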
PPARg SRC-3 ag: PPARgamma agonists recruiting SRC-3 coactivator, primary screen, biochemical. biochemical PPARgamma/SRC-3 coactivator recruitment assay. Peroxisome proliferator-activated receptor gamma (Homo sapiens), P37231. activation, % at 8 µM. hit rate 0.26% among 200,000; in the data active = activation above about 23%;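 also: 0% = DMSO and 100% = reference agonist; some compounds past the cut are filed as inactive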
S1P3 antagonist: S1P3 receptor antagonists, primary screen, cell-based; Sphingosine 1-phosphate receptor 3 (Homo sapiens), Q99500; hit rate 0.27% among 170,000; AID 485, 2006; CHO S1P3 NFAT-BLA reporter, FRET fluorescence, antagonist mode; inhibition, % at 4.98 µM;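 active = inhibition above the plate cutoff, the mean inhibition of test wells on that plate plus 3 SD, cut at about 28% in these data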;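 also: cells challenged with S1P at its EC80 of 0.8 µM; blue over green emission ratio from cleaved BLA substrate after 4 h stimulation; 0% = S1P-stimulated wells and 100% = unstimulated DMSO-only wells; some compounds past the cut are filed as inactive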
STAT1 inh: STAT1 signaling inhibitors, primary screen, cell-based, HTS, luciferase reporter | NIH 3T3 STAT1-luciferase reporter, IFN-gamma, luminescence | inhibition, % at 5.5 µM | hit rate 0.35% among 200,000 | AID 920, 2007;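 active = inhibition above a set limit, the mean inhibition across all tested compounds plus 3 SD, cut at about 34% in these data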;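 also: 0% = IFN-gamma with DMSO and 100% = IFN-gamma with 300 µM nifuroxazide; values of inactives mirror those of a sister screen read the other way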
Numbers without * were called inactive; x = not tested or not shown.

SMILES | ROMK primary | TR-FRET SRC-2 ct | TLR4-MyD88 BLA | PPARg SRC2 recr | PPARg SRC1 recr | RAM network inh | STAT3 act | STAT3 blocker | PPARg SRC-3 ag | S1P3 antagonist | STAT1 inh
COc1cc(NC(=O)CSc2nnc(C)s2)cc(OC)c1OC | 0.098 | 1420 | -4 | -9 | -5 | 3.2 | 99 | 5 | 9 | 4 | -2
CCN1C(=O)CC(N2CCN(CC(=O)NC(C)C)CC2)C1=O (configuration not stated) | x | 1492 | -3 | 12 | 1 | 0.9 | 100 | 3 | 9 | x | 10
O=[N+]([O-])C(=C1SCCS1)C(=C(Cl)Cl)N1CCCCC1 | -3.8e-06 | 1545 | 13 | 5 | -6 | 6.9 | 100 | 12 | 4 | 10 | 7
CC1CN(C(=O)Nc2ccc3c(c2)OCCO3)CC(C)O1 (configuration not stated) | 0.58 | 1713 | -3 | -1 | -1 | -0.7 | 99 | 6 | 3 | -4 | -1
Cc1cc(C)n(C(=O)c2ccc(NC(=O)CC(C)C)cc2)n1 | 0.66 | 1334 | -11 | -6 | -3 | 0.3 | 96 | 9 | -4 | 27 | -3
COc1ccccc1CCNC(=O)/C(=C/c1cccnc1)NC(=O)c1ccccc1 | 1.9 | 1603 | -13 | 7 | 5 | 3.4 | 102 | -2 | 4 | -23 | 7
COc1cc(-c2nc(S(=O)(=O)c3ccc(Cl)cc3)c(N(C)C)o2)cc(OC)c1OC | -0.36 | 1556 | 2 | 1 | 7 | 0.1 | 100 | 4 | -9 | 17 | 10
Cc1ccc(S(=O)(=O)NC(=O)c2cc(C)n(CCCN3CCOCC3)c2C)cc1 | -0.45 | 1629 | -15 | 2 | 2 | -0.8 | 105 | -6 | -1 | 28 | 8
Cc1ccc(C#N)c(SCc2ccccc2[N+](=O)[O-])n1 | -0.22 | 1760 | -10 | -5 | -4 | 4.8 | 100 | 4 | 3 | -13 | 5
COc1ccc(C(=O)/C(=C/O)N=Nc2ccc(F)cc2)cc1 | -0.79 | 1605 | -4 | 5 | 4 | 2.4 | 95 | 9 | 4 | -10 | -16
Cc1cc(NC(=O)CSc2ccc3nnc(-c4ccc(Cl)cc4)n3n2)no1 | 0.098 | 1419 | 8 | -5 | -2 | 3.7 | 97 | 5 | 1 | -22 | 0
CS(=O)(=O)N(CC(=O)N1CCN(Cc2ccc3c(c2)OCO3)CC1)C1CCCCC1 | -0.055 | 1571 | -6 | -3 | 2 | 1.5 | 99 | 7 | 1 | -6 | 1
CC(C)[C@H](NC(=O)Nc1cccc(Br)c1)C(=O)O | 0.41 | 1517 | 7 | 2 | 3 | 0.4 | 96 | 3 | -1 | 2 | 6
COc1ccc(C(=O)NN2CCCCC2)cc1OC | x | 1435 | 5 | -7 | -4 | 2.5 | 99 | 10 | -5 | x | -1
COc1ccc(N2CCN(C(=O)CCCn3c(=S)[nH]c4cc5c(cc4c3=O)OCO5)CC2)cc1 | x | 1566 | -8 | 6 | 12 | 3.9 | 83 | 24 | 5 | x | 15
Cc1nn(-c2cccc(Cl)c2)c2nc(-c3ccco3)cc(C(=O)O)c12 | 0.98 | 1318 | -9 | -1 | -2 | 5.6 | 116 | -21 | -17 | x | -3
CC(C)C[C@H](NC(=O)c1nc[nH]c1C(=O)NC(c1ccccc1)c1ccccc1)C(=O)OC(C)(C)C | x | 1625 | -7 | 4 | 6 | 3.0 | x | x | 3 | -5 | -2
COc1ccc([N+](=O)[O-])cc1/C=N/NC(=O)c1nonc1N | -1.4 | 1406 | -19 | 1 | -8 | 4.5 | 102 | -1 | 0 | -8 | 1
Cc1cccc(NC(=O)N[C@@H](C)C(=O)O)c1 | 1.3 | 1548 | 1 | 7 | 0 | 0.5 | 102 | -2 | 4 | x | -3
Cc1ccc(OC(=O)CCC(=O)NC(C)c2ccccc2)cc1 (configuration not stated) | 0.48 | 1376 | -4 | -2 | 6 | 1.6 | 90 | 16 | 1 | 2 | 6
COc1ccc(CCN2C(=O)CC(C(N)=O)SC2=Nc2ccccc2)cc1OC (configuration not stated) | x | 1469 | -1 | -1 | -1 | -0.3 | 104 | 0 | -4 | -43 | -1
CCOC(=O)CN(C(=O)CSc1nnc(CNc2ccc(F)cc2)o1)c1ccccc1 | -0.6 | 1573 | -2 | 8 | 8 | 0.7 | 89 | 15 | 1 | 11 | -1
CSCC[C@H](NC(=O)OCc1ccccc1)C(=O)O | 0.8 | 1316 | 1 | -2 | -2 | 0.0 | 104 | 1 | -7 | x | -2
O=C(c1ccccc1Cl)N(C(=O)c1ccccc1Cl)c1nccc(-c2cccs2)n1 | x | 1543 | 2 | 0 | 9 | 1.9 | 89 | 19 | 9 | x | -6
CC(C(=O)Nc1ccc(S(=O)(=O)N2CCOCC2)cc1)N(c1ccccc1)S(C)(=O)=O (configuration not stated) | x | 1446 | 3 | -2 | -6 | 1.0 | 101 | 4 | 0 | -2 | 16
O=C(CSc1nnc(-c2cccnc2)n1-c1ccc(SC(F)F)cc1)N1CCCc2ccccc21 | x | 1674 | 13 | 6 | 4 | 4.8 | 92 | 12 | 2 | 5 | 8
Cn1cc(/C=C/C(=O)N2CCCC(C(=O)c3ccc(C(C)(C)C)cc3)C2)cn1 (configuration not stated) | -1.5 | 1322 | 6 | 0 | -2 | -0.5 | 101 | 3 | 4 | -10 | -1
COc1ccc(C(=O)OC2CCN(C)CC2)cc1 | 1.1 | 1596 | -5 | 8 | 10 | 3.0 | 99 | 2 | 0 | x | -1
CCOc1ccc(C(=O)N/N=C/c2ccc(SC)cc2)cc1 | 0.29 | 1597 | -8 | -1 | 1 | 2.6 | 99 | -2 | 2 | 9 | -9
COCCn1nnnc1C(C(C)C)N1CCOCC1 (configuration not stated) | x | 1579 | -4 | 3 | 8 | 1.7 | 105 | -6 | 16 | 10 | 2
C/C=C/c1ccc(OCCCNC(C)CC)c(OC)c1 (configuration not stated) | 0.059 | 1647 | -10 | 6 | 4 | 0.8 | 104 | 1 | -3 | x | -5
Cc1ccc(Cc2nc(-c3ccccn3)no2)cc1 | x | 1650 | 0 | 4 | -4 | 1.1 | 89 | 16 | 13 | x | -29
CC(C)(C)OC(=O)N/N=C/c1ccc(Br)cc1 | 0.087 | 1733 | -7 | 2 | 7 | -0.5 | 101 | 7 | 0 | 4 | -52
Nn1cnnc1SCC(=O)Nc1ccc(C2CCCCC2)cc1 | x | 1294 | -17 | 2 | 2 | 0.6 | 107 | -1 | -4 | -13 | -19
COc1cc2c(cc1OC)C(c1ccc3c(c1)OCO3)CC(=O)N2 (configuration not stated) | 2.4 | 1324 | 5 | 2 | -3 | 1.5 | 101 | -1 | 1 | -6 | 2
Cc1ccc(S(=O)(=O)N[C@H](C(=O)OCC(=O)NC(=O)Nc2ccc3c(c2)OCCO3)C(C)C)cc1 | -0.99 | 1611 | -22 | 8 | -2 | 3.6 | 100 | 0 | 1 | 11 | -2

Compound profiles (already shown). Screens in order: ROMK primary	TR-FRET SRC-2 ct	TLR4-MyD88 BLA	PPARg SRC2 recr	PPARg SRC1 recr	RAM network inh	STAT3 act	STAT3 blocker	PPARg SRC-3 ag	S1P3 antagonist	STAT1 inh
Shown for C/C=C/c1ccc(OCCCNC(C)CC)c(OC)c1 (configuration not stated) : 0.059	1647	-10	6	4	0.8	104	1	-3	x	-5
Shown for COc1ccc(CCN2C(=O)CC(C(N)=O)SC2=Nc2ccccc2)cc1OC (configuration not stated) : x	1469	-1	-1	-1	-0.3	104	0	-4	-43	-1

(next part)
SMILES | ROMK primary | TR-FRET SRC-2 ct | TLR4-MyD88 BLA | PPARg SRC2 recr | PPARg SRC1 recr | RAM network inh | STAT3 act | STAT3 blocker | PPARg SRC-3 ag | S1P3 antagonist | STAT1 inh
CCOc1cc(C2C(C#N)=C(N)Oc3n[nH]c(-c4ccccc4)c32)ccc1O (configuration not stated) | -0.7 | 1480 | -7 | -4 | -6 | 0.2 | 99 | 4 | 0 | 16 | -5
Cc1cc2c(C)ccc(C)c2nc1SCC(=O)c1cccs1 | x | 1716 | 5 | 6 | 4 | 14* | 106 | -2 | 5 | x | 7
Cc1ccc(COc2ccsc2-c2n[nH]c(=S)n2C)cc1 | 0.12 | 1688 | 14 | 1 | -1 | 4.0 | 93 | 15 | 9 | x | 4
CC(=O)c1sc(NC(=O)COc2ccc(C)c(C)c2)nc1C | 0.67 | 1872 | 1 | 17 | 8 | 4.3 | 96 | 5 | 7 | -9 | 0
O=C(CN1CCN(Cc2ccccc2Cl)CC1)N/N=C/C=C/c1ccccc1[N+](=O)[O-] | -0.45 | 1480 | 0 | -1 | 1 | 1.6 | 103 | -2 | -2 | 4 | -9
C#CCN(C)Cc1ccccc1 | x | 1527 | -5 | 6 | 13 | 0.6 | 101 | 1 | -2 | -2 | -6
COC(=O)c1ccccc1Sc1c(/C=N/OC(=O)c2ccccc2)c(C(F)(F)F)nn1C | -0.54 | 1517 | -4 | 1 | -4 | 2.7 | 97 | 3 | -2 | x | -6
O=C(O)C(Cc1ccccc1)N1C(=O)CCC1=O (configuration not stated) | -0.024 | 1532 | -11 | 4 | 10 | -0.1 | 96 | 7 | 1 | -10 | 2
O=C(O)Cc1ccc2[nH]c3ccc(CC(=O)O)cc3c2c1 | x | 1391 | -7 | 2 | 1 | 2.0 | 100 | 6 | -4 | -12 | -2
C/C(=N/NC(=O)c1cnccn1)c1cccs1 | x | 1296 | -1 | -8 | -6 | 2.8 | 103 | -2 | -1 | 2 | -39
COc1ccc(NC(=O)CCCn2c(=O)c3sccc3n(Cc3ccccc3C)c2=O)cc1 | x | 1517 | -12 | 1 | -6 | -0.8 | 108 | -10 | -1 | -11 | 0
CCOC(=O)Cc1csc(NC(=O)COc2ccc3ccccc3c2)n1 | x | 1561 | 3 | 7 | 7 | 3.4 | 98 | 6 | 15 | x | 4
Cc1ccccc1C(=O)N1CCCN(C(=O)c2ccccc2C)CC1 | x | 1427 | -3 | 2 | -2 | 1.1 | 101 | 1 | -18 | 2 | -2
CN(c1ccccc1C(=O)N1CCOCC1)S(C)(=O)=O | x | 1558 | 5 | 5 | 0 | 1.9 | 100 | 0 | -18 | 9 | -10
Cc1ccc(S(=O)(=O)NCCC(=O)O)cc1 | 0.52 | 1464 | -4 | 6 | -2 | 0.9 | 101 | -1 | 9 | x | 4
